FEN1 inhibitor: qHTS Assay for the Inhibitors of Human Flap endonuclease 1 (FEN1); Recombinant FEN1 flap cleavage, fluorescence, 15 min; Potency, µM (doses to about 114 µM), for inactives: top-dose activity change, negative = inhibition, actives largely listed as inhibitors; AID 588795, 2011; 0.35% of 390,000 active; further: nearly all actives have a fitted effect of over 65% in size
Target sequence (P39748 whole entry, looked up): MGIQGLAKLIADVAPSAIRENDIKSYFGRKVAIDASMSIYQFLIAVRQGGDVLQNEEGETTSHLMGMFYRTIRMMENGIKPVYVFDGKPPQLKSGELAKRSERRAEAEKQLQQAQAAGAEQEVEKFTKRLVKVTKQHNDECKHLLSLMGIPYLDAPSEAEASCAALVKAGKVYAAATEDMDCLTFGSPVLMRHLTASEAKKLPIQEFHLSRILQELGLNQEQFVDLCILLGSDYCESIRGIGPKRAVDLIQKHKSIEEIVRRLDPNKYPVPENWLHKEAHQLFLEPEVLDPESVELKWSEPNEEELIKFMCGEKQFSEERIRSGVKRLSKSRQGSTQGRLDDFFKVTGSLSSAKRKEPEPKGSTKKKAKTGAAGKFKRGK
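Enzyme 10 nM, 15 min RT preincubation with compound; start with substrate 50 nM final; reads at 0 and 15 min; qHTS titration, four-parameter Hill fit.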
N370S GC: qHTS Assay for Inhibitors and Activators of N370S glucocerebrosidase as a Potential Chaperone Treatment of Gaucher Disease; Lysosomal acid glucosylceramidase (Homo sapiens), P04062; N370S GC spleen homogenate, 4MU-glucoside fluorescence; Potency, µM (top dose mostly 59.4 µM), for the others: at the highest dose activity change, negative = inhibition, usual class: inhibitors; 0.092% of 330,000 active; AID 2101, 2009;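 further: 0% = full enzyme activity and -100% = no enzyme basal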
TDP1 inh: qHTS Assay for Inhibitors of Tyrosyl-DNA Phosphodiesterase (TDP1). AID 485290, 2010. Tyrosyl-DNA phosphodiesterase 1 (Homo sapiens), Q9NUW8. recombinant TDP1, AlphaScreen DNA substrate cleavage. 0.28% of 350,000 active. Potency, µM (top dose mostly 130 µM), for inactives: at the highest dose activity change, negative = inhibition, hits mostly inhibitors; further: nearly all actives have a fitted effect of over 40% in size
Target sequence (Q9NUW8 whole entry, looked up): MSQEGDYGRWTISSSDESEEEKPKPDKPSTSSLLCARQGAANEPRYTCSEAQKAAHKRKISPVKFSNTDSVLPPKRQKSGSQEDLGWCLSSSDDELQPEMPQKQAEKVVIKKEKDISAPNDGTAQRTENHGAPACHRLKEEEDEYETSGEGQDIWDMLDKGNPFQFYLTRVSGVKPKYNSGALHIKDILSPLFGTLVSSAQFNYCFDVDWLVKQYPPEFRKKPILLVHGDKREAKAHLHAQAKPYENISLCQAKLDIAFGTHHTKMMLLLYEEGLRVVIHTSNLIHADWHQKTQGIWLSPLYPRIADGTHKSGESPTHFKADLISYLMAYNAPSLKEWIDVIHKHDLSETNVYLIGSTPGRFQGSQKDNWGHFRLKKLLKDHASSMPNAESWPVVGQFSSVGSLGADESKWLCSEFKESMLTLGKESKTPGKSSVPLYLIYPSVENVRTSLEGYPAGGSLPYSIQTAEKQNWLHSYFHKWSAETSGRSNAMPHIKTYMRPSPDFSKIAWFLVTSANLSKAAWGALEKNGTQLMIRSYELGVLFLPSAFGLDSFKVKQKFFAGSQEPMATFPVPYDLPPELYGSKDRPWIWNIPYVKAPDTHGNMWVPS
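AlphaScreen read-out: signal falls as enzyme removes the 3' tyrosine-FITC from a 5'-biotinylated DNA oligo (15 nM, 5 min, RT). Enzyme was E. coli-made recombinant Tdp1 at 1 nM, exposed to compound for 15 min beforehand; beads 10 ug/ml, 10 min.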
* marks the source's active call; other numbers are inactive results; ? = inconclusive; . = not tested or not shown; [ ] = remark or other dose. The call rests on the fitted dose curve; in most records, active means well fitted curve in the direction sought with a large enough effect; inconclusive means small, poorly fitted or top-dose-only effect, or another doubt; inactive means no such curve, though single readings can be large; an effect the other way counts as inactive or inconclusive. Unless noted, on the % scale 0 is the no-effect control and ±100 the full control effect; potency means the concentration at half of the fitted maximal effect.

TDP1 inh	FEN1 inhibitor	N370S GC	SMILES
-2%	10%	.	COc1ccc(NC(=O)Cn2cnc3ccc(S(=O)(=O)N4CCC(C)CC4)cc3c2=O)cc1Cl
8%	-14%	11%	CCCN(CCC)c1cc(Cl)nc(N)n1
.	6%	2%	CCCCCCn1cc(C(=O)O)c(=O)c2cc(F)c(N3CCN(C)CC3)cc21
?	79µM*	.	O=S(=O)(/N=C(/Sc1ccc(Cl)cc1)c1ccccc1)c1ccccc1
4%	-3%	-2%	CCOC(=O)c1ccc(Oc2c(C)oc3c(CN4CCN(C)CC4)c(O)ccc3c2=O)cc1
2%	-3%	-3%	NC(=O)c1c(NC(NC(=O)c2ccco2)(C(F)(F)F)C(F)(F)F)sc2c1CCCC2
1%	2%	-15%	COc1ccc(N(CC(=O)Nc2ccc(C)cc2C)S(=O)(=O)c2c(C)n[nH]c2C)cc1
.	7%	0%	COc1cc(OC)cc(C(=O)NCCNC(=O)c2ccccn2)c1
12%	10%	-5%	Cc1ccc(S(=O)(=O)C/N=C(/NC(=S)N(c2ccccc2)c2ccccc2)c2ccccc2)cc1
7%	12%	-1%	CCn1c(C)[n+](CCOC(C)=O)c2cc(Cl)c(Cl)cc21
3%	13%	-1%	O=C(NCc1ccccn1)Nc1cc(Cl)cc(Cl)c1
.	?	-15%	N#C/C(=C\c1coc2ccc(O)cc2c1=O)C(=O)Nc1nc2ccccc2s1

Entries above shown as hits in FEN1 inhibitor.
TDP1 inh	FEN1 inhibitor	N370S GC	SMILES
?	79µM*	.	O=S(=O)(/N=C(/Sc1ccc(Cl)cc1)c1ccccc1)c1ccccc1

Next section
TDP1 inh	FEN1 inhibitor	N370S GC	SMILES
.	-1%	-8%	O=C(O)CC(c1ccccc1F)N1Cc2ccccc2C1=O (stereo not given)
.	1%	-14%	CCOC(=O)N1CCN(Cc2nc3cc(NC(C)=O)ccc3n2CC)CC1
.	2%	0%	NC(=O)C1CCN(C(=O)c2cc3ccccc3cc2O)CC1
3%	-7%	11%	CC(C)n1cnc2cc(NCc3nc4ccccc4n3C)ccc21
3%	-2%	.	COc1ccccc1Nc1nn2c(=O)c3ccc(C(=O)Nc4ccc(F)cc4)cc3nc2s1
5%	7%	-8%	CC(C)Oc1ccc(C(=O)NCC(=O)OCC(=O)N(C)Cc2cccs2)cc1
2%	-5%	-20%	Cc1ccc(NC(=O)CN(C)S(=O)(=O)c2ccc3[nH]c(=O)oc3c2)c(C)c1
5%	1%	-8%	O=C1CCCc2c1nc(-c1ccc([N+](=O)[O-])cc1)n2O
-7%	-5%	.	Cc1ccccc1/C=N/NC(=O)c1ccc(-n2cnnn2)cc1
2%	-7%	12%	O=C(Nc1c(Cl)cc(Cl)cc1-c1nc2ccccc2s1)c1ccc(Br)o1
2%	0%	-2%	O=C(CCC(=O)N1CCN(c2ccccc2F)CC1)N1CCN(c2ccc(F)cc2)CC1
0%	-12%	13%	COc1ccc(OC)c(CN2CCN(S(=O)(=O)c3ccc(NC(C)=O)cc3)CC2)c1

Some of these compounds in order of SMILES length, highest first.
TDP1 inh	FEN1 inhibitor	N370S GC	SMILES
2%	0%	-2%	O=C(CCC(=O)N1CCN(c2ccccc2F)CC1)N1CCN(c2ccc(F)cc2)CC1
2%	-7%	12%	O=C(Nc1c(Cl)cc(Cl)cc1-c1nc2ccccc2s1)c1ccc(Br)o1
.	1%	-14%	CCOC(=O)N1CCN(Cc2nc3cc(NC(C)=O)ccc3n2CC)CC1
5%	1%	-8%	O=C1CCCc2c1nc(-c1ccc([N+](=O)[O-])cc1)n2O
3%	-7%	11%	CC(C)n1cnc2cc(NCc3nc4ccccc4n3C)ccc21

Next results:
TDP1 inh	FEN1 inhibitor	N370S GC	SMILES
-1%	11%	.	CCn1c(=O)c2cc(C(=O)N(CCN(C)C)Cc3ccccc3)sc2c2ccccc21
3%	-15%	-17%	O=C(N/N=C/c1cc2c(cc1Cl)OCO2)c1cc(-c2ccccc2)n[nH]1
4%	-21%	8%	CCOC(=O)C1NN=C(C(=O)c2ccccc2)C1c1ccc(Cl)cc1 (stereo not given)
-1%	-8%	.	O=C(COC(=O)c1cc(Cl)nc(Cl)c1)NCc1ccc2c(c1)OCO2
.	-12%	-2%	O=C1c2ccccc2C2(c3ccccc3)N1CCN2C(=O)C(Cl)(Cl)Cl (stereo not given)
3%	-17%	1%	Cc1cc(C)n2nc(SCc3nc4ccccc4[nH]3)nc2n1
5%	-11%	-1%	COC(=O)c1[nH]c2cc(OC)ccc2c1NC(=O)CCN1CCSCC1
8%	-19%	-9%	FC(F)(F)c1nc(N2CCN(c3ccccc3)CC2)nc2c1CCCCC2
5%	-21%	-10%	Cc1cc(C)cc(C(=O)NC(=S)Nc2ccc(Cc3ccncc3)cc2)c1
6%	4%	9%	N/C(=N\OC(=O)CCCOc1ccc(Cl)cc1Cl)c1ccncc1
10%	11%	-5%	COC(=O)c1ccc(COc2cccnc2[N+](=O)[O-])cc1
0%	8%	.	O=C(C1COc2ccccc2O1)N1CCN(c2nc3c(F)cccc3s2)CC1 (stereo not given)
8%	-8%	6%	CC1=NN(c2ccccc2)C(=O)C1C(=O)c1cc([N+](=O)[O-])cc([N+](=O)[O-])c1 (stereo not given)
3%	9%	.	O=S(=O)(c1cc(Br)c(Br)s1)N1CCN(c2ccccc2)CC1
3%	8%	23%	CC(C)c1ccccc1NC(=O)COc1ccc(C(=O)NCCc2ccccc2)cc1
1%	-7%	-2%	O=C(CCCCCn1c(=O)[nH]c2ccsc2c1=O)N1CCN(C2CCCCC2)CC1
6%	-3%	1%	COc1cc(C(=O)Nc2cccc(-c3nncn3C)c2)cc(OC)c1OC
6%	-5%	5%	CS(=O)(=O)Nc1ccc(C(=O)NCCSC2CCCCC2)cc1
3%	-4%	1%	COc1ccc(CN2CCN(C(C)C)C(CCO)C2)cc1Cn1cccn1 (stereo not given)
3%	-4%	.	COc1ccc(NCC(=O)Nc2cccc(C(F)(F)F)c2)cc1S(=O)(=O)N1CCOCC1
7%	0%	.	CCOc1ccc(NC(=O)CSC2=Nc3ccccc3C3=NC(CC(=O)NCc4ccco4)C(=O)N23)cc1 (stereo not given)
2%	-3%	.	N#CCCCc1cc2cc(F)ccc2cn1
2%	-3%	0%	COc1ccc(CNCC(O)COc2cccc3c2OC(C)(C)C3)cc1 (stereo not given)
11%	.	13%	COc1ccc2c(c1)C(=O)[C@@H](OC(=O)Nc1cc(OC)c(OC)c(OC)c1)[C@H](c1ccc(OC)c(Br)c1)O2
0%	7%	.	Cc1nn(CC(=O)NC2CC2)c(C)c1S(=O)(=O)NC(C)(C)C
.	-8%	-7%	CC(=O)Nc1ccc2nc(CN3CCN(CC=C(C)C)C(CCO)C3)ccc2c1 (stereo not given)
3%	-1%	-3%	Cc1ccc(S(=O)(=O)NCCC(=O)OCC(=O)Nc2cccc(S(=O)(=O)NC3=NCCCCC3)c2)cc1
1%	-4%	.	CCC(=O)N1c2ccccc2CC1C(=O)NCCN1CCN(c2cccc(C(F)(F)F)c2)CC1 (stereo not given)
5%	0%	?	Cc1onc(-c2ccccc2Cl)c1C(=O)Nc1cccc(-c2cn3cccnc3n2)c1
2%	-1%	-1%	CN(C(=O)CSc1nnc2ccccn12)C1CCS(=O)(=O)C1 (stereo not given)
0%	3%	-6%	CC(C)CN(C(=O)CN(C)C(=O)c1ccco1)c1c(N)n(CC(C)C)c(=O)[nH]c1=O
-2%	10%	1%	Cc1c(O)ccc(C(=O)CN2CCN(Cc3ccc4c(c3)OCO4)CC2)c1O
5%	1%	4%	CCOC(=O)c1cc(-c2nnc(SCC(=O)Nc3ccc(F)cc3)o2)c(C)nc1C
.	3%	2%	CCCCn1c(N)c(N(CC(C)C)C(=O)c2cc(S(=O)(=O)N3CCOCC3)ccc2Cl)c(=O)[nH]c1=O
-1%	-4%	0%	COC(=O)c1ccccc1NC(=O)CSc1nc(O)cc(=O)n1C1CCCC1
2%	-4%	2%	C/C(=N\NC(=O)c1cccc(O)c1)c1ccc(NC(=O)Cc2ccccc2)cc1

Pulled by compound from above, 3 records:
TDP1 inh	FEN1 inhibitor	N370S GC	SMILES
-1%	11%	.	CCn1c(=O)c2cc(C(=O)N(CCN(C)C)Cc3ccccc3)sc2c2ccccc21
8%	-8%	6%	CC1=NN(c2ccccc2)C(=O)C1C(=O)c1cc([N+](=O)[O-])cc([N+](=O)[O-])c1 (stereo not given)
2%	-1%	-1%	CN(C(=O)CSc1nnc2ccccn12)C1CCS(=O)(=O)C1 (stereo not given)

Later entries:
TDP1 inh	FEN1 inhibitor	N370S GC	SMILES
-2%	-7%	-9%	O=C(O)CCNC(=O)/C(=C\C=C\c1ccccc1)NC(=O)c1ccccc1
.	-14%	-11%	CCOc1nc(-c2ccccc2)c2cc(Br)ccc2n1
1%	0%	-25%	Cc1ncsc1C(=O)N1CCCC(C(=O)c2ccc3ccccc3c2)C1 (stereo not given)
.	6%	5%	Nn1c(-c2cccc([N+](=O)[O-])c2)nc2ccccc2c1=O
-3%	-1%	7%	COc1ccc(NC(=O)COc2ccc(C(=O)OCC(=O)N(C)C3CCS(=O)(=O)C3)cc2OC)cc1 (stereo not given)
3%	9%	4%	O=C(NCc1ccncc1)C(=O)NC1CC1
2%	-10%	3%	CCOC(=O)c1sc(=NC(=O)c2ccc(F)cc2)n(C)c1C
10%	-2%	.	CCOc1ccc(-n2cc(-c3ccccc3)c3c(N4CCN(c5ccccc5OC)CC4)ncnc32)cc1
17%[56.1 µM]	?	?	N#C/C(=C\c1ccc(O)c(O)c1)C(=O)NCc1ccccc1
6%	0%	5%	Brc1ccc(OCCOc2cccc3cccnc23)cc1
1%	-4%	.	O=C(C[C@@H]1C/C=C/CC[C@@H](Cc2ccc(F)cc2)C(=O)O[C@H](c2ccccc2)CNC1=O)NCCO
0%	11%	.	COc1cccc(CNC(=O)C2(c3cccs3)CCOCC2)c1
-1%	-15%	?	Cc1cc(C)nc(SCc2nnc(SCC(=O)N3CCCc4ccccc43)o2)n1
.	-1%	3%	CCCN1C2CCCC1CC(NC(=O)NC13CC4CC(CC(C4)C1)C3)C2 (stereo not given)
7%	-18%	0%	CCc1ccc(N(C(C)=O)c2nc(CCl)cs2)cc1
1%	5%	.	Cc1oc(-c2ccccc2Cl)nc1CSc1nc2ncccc2[nH]1
5%	-2%	4%	CCNc1nc(Cl)nc(NCCOc2ccc(C)cc2)n1
7%	-3%	-1%	Cc1ccc(NC(=O)c2ccc(OC(=O)c3ccco3)cc2)cc1
1%	5%	1%	O/N=C1/CCc2nonc2/C1=N/O
3%	-12%	-15%	Cc1sc2nc[nH]c(=O)c2c1-c1ccc(Cl)cc1
3%	17%	0%	CN(C)C(=O)c1nc2ccc(Cl)cn2c1CN1CCCC(OCc2ccccc2)C1 (stereo not given)
2%	-12%	.	Cc1ccc(-n2ncc(C(=O)N3CCN(c4cccc(C)c4)C(C)C3)c2C2CCN(C(=O)OC(C)(C)C)CC2)cc1 (stereo not given)
3%	21%	0%	CCOC(=O)CSc1nc2ccccc2c(=O)[nH]1
0%	-1%	-1%	COCc1cc(C)nc(OCC(=O)N/N=C/c2ccc(-c3cc([N+](=O)[O-])ccc3C)o2)c1C#N
-2%	-11%	.	O=C(Oc1ccccc1F)c1nc(SCc2ccccc2F)ncc1Cl
.	-6%	-5%	CC(=O)c1nc2ccccc2n1Cc1ccccc1
6%	-20%	?	O=C(Nc1cccc(Cl)c1)N1CCN2C(=O)c3ccccc3C12c1ccccc1 (stereo not given)
-6%	-11%	-5%	CC1CCc2c(sc3ncn(CC(=O)N4CCCCC4)c(=O)c23)C1 (stereo not given)
-2%	-5%	-7%	CCN(CC)S(=O)(=O)c1cccc(-c2nnc(SCC(=O)NC3CCCCCC3)n2N)c1
-1%	-9%	.	CCOc1ccccc1NC(=O)Cn1c(=O)nc(-c2ccccc2F)c2cc(Cl)ccc21
5%	-17%	8%	CCCN(CCC)C(=S)NC(=O)c1ccc(-c2ccccc2)cc1
3%	6%	-3%	Cc1ccc(NC(=O)C2CC(=O)N(c3ccc4c(c3)OCCO4)C2)cc1S(=O)(=O)N(C)C (stereo not given)
6%	.	-5%	CSCCC(NC(=O)c1ccccc1)c1nc(-c2ccccc2)no1 (stereo not given)
0%	30%	2%	CCCOc1ccc2[nH]cc(C(=O)O)c(=O)c2c1
3%	-2%	-6%	Cc1ccc(NC(=O)CCl)cc1S(=O)(=O)N1CCCCCC1
5%	-14%	-5%	Cc1cc(Nc2ccc(N3CCC(C)CC3)cc2)n2ncnc2n1
0%	-9%	.	COc1cccc(C(=O)c2cn(CC(=O)NCCc3ccccc3)c3nc(C)ccc3c2=O)c1
.	-1%	1%	NC(=O)c1ccc(-n2nnnc2SCC(=O)Nc2ccc(F)cc2)cc1
0%	10%	1%	N#C/C(C(=O)NCc1ccccc1)=C1/SC(Cc2ccc(Cl)cc2)C(=O)N1c1ccccc1 (stereo not given)
